Screening results deposited in PubChem by several laboratories.
m-calpain inh = inhibitors of pig calpain II; hit rate 0.37% among 220,000; inhibition, % at 16 µM; purified calpain II, fluorogenic peptide substrate, 30 min; AID 1236;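 active = inhibition above about 50%, limit read from the data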
EBV gp42 block = inhibitors of Epstein-Barr virus glycoprotein 42; Q1HVG2; Fluorescence polarization binding assay, mP read-out; inhibition, % (tested at 21.74 µM); hit rate 0.42% among 220,000; in the data active = inhibition above about 50%
Target sequence (Q1HVG2 whole entry, looked up): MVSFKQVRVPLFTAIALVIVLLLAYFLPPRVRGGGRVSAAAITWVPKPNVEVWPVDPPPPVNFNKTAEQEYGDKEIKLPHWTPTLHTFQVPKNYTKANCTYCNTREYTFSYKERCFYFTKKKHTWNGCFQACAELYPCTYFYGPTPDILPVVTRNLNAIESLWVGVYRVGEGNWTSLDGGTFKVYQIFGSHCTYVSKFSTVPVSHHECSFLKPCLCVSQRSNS
Cl transport mod = modulators of human KCC2 chloride dependent transport. KCC2 cells, thallium flux FluoZin-2 fluorescence. B-score of Tl+ flux slope (higher = more flux/activation; lower = inhibition) at 10 µM. hit rate 2.2% among 190,000;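 active = thallium flux slope and its plate-corrected score both differing from the plate sample mean at a set confidence after two filtering rounds, in either direction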;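 note: slope of fluorescence scaled to starting intensity during 10 to 20 s after thallium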
eIF4E-4G inh = inhibitors of eIF4E and eIF4G interaction in translation initiation; P63073+Q04637; TR-FRET eIF4E-eIF4GI(517-606) binding, 2 h; inhibition, % at 21.7 µM; hit rate 0.37% among 220,000; AID 782;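 active = inhibition above about 30%, limit read from the data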;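 note: 0% = full FRET control wells and 100% = background wells lacking eIF4GI fragment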
TNF necrop inh = blocks TNF-alpha induced death of Jurkat FADD-/- cells; Jurkat FADD-/- TNF necroptosis rescue, ATP luminescence, 24 h; 0 = TNF only, 100 = no-TNF cells; hit rate 0.068% among 220,000; AID 463075; activation (protection from cell death), % at 10 µM;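 active = activation, meaning protection from cell death, of at least 50% relative to plate controls; inactive = activation below 50%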;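 note: necroptosis triggered by 40 ng/mL TNF-alpha added together with compound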
PERK inh = inhibitors of human PERK kinase; hit rate 0.17% among 220,000; AID 1416; CHO PERK-DD fusion, SEAP luminescence translation reporter; inhibition, % at 5.6 µM;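 active = inhibition above the mean inhibition of all tested compounds plus 3 SD, set separately per screening campaign, cut at about 2.9% in these data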;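 note: PERK kinase domain activated by AP20187 dimerizer at 100 nM; 0% = DMSO with dimerizer and 100% = rapamycin at 8.4 µM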
MDM2 E3 inh = inhibitors of human Mdm2 E3 ubiquitin ligase; cell-based MDM2 ubiquitination luciferase reporter, 2 h; 0 = plate control, 100 = twice control, blank-subtracted; signal enhancement, % at 5 µM; hit rate 0.11% among 210,000; AID 1230;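 active = signal enhancement of 30% or more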;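 note: luminescence tracks abundance of the self-degrading MDM2-luciferase fusion protein; higher signal means inhibition of MDM2 E3 ligase activity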
Target sequence (Q00987 whole entry, looked up, the tested form may be a part): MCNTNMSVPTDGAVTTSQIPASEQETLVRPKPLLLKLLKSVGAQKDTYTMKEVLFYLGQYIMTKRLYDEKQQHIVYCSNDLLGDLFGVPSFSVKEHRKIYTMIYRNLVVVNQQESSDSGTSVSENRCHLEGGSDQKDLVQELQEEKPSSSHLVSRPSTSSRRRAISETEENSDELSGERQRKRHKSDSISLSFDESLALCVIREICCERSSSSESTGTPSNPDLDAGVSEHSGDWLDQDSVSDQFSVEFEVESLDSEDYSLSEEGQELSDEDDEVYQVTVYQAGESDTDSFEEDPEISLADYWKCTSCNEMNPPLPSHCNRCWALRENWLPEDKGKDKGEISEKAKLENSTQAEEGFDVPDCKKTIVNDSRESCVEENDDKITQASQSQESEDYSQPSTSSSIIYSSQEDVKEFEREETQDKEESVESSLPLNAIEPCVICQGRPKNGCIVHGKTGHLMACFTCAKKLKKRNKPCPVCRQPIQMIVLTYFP
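Test system: stable mammalian line carrying autodegrading MDM2–luciferase fusion reporter; quantity: 2000 cells in each well; times: 4 h cell settling then 2 h compound exposure, 37 °C; detection: luminescence with SteadyLite reagent, 15 min at room temperature; evaluation: percent signal gain over controls, blank-subtracted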
Rad51 HR inh = blocks human Rad51 in homologous recombination. Q06609. hRad51 DNA strand exchange, fluorescence dequenching. inhibition, % at 10 µM. hit rate 0.085% among 200,000. AID 1385;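 active = inhibition above 40% at the single screening dose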;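 note: 0% = DMSO control wells and 100% = blanks with heterologous ssDNA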
Target sequence (Q06609 whole entry, looked up): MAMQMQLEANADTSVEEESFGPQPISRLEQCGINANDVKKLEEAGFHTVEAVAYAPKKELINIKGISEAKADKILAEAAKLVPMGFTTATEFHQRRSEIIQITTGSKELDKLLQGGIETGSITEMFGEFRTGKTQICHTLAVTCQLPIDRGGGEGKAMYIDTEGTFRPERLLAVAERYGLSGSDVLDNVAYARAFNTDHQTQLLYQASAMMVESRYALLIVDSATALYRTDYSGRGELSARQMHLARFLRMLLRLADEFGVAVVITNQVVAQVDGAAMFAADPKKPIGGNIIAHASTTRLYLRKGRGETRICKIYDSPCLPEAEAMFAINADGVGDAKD
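System: human Rad51 nucleoprotein filaments preassembled on unlabelled ssDNA. Reagent: labelled 47-mer dsDNA for strand exchange. Schedule: 30-min compound preincubation and 15-min exchange, both room temperature. Measured by: FRET fluorescence dequenching, excitation 485 nm, emission 520 nm. Read-out: Fluorescence-based percent inhibition, control- and blank-normalised. Benchmarks: plate controls and plate blanks.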
L929 necroptosis = blocks zVAD induced death of L929 cells | viability rescue, % at 10 µM | AID 1377 | L929 zVAD necroptosis rescue, ATP luminescence, 24 h; with zVAD 60 µM | hit rate 0.38% among 220,000;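 active = activation, scaled between plate controls, above about 75%, limit read from the data; inactive = activation under that limit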;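 note: 0% = zVAD with DMSO and 100% = DMSO alone without zVAD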
The depositor's hits bear a star; i = inactive; . = no result given; [ ] = remark or other dose.

[1] FC(F)(F)c1cccc(N2CCN(C(=S)NC3CCCC3)CC2)c1
[2] COc1ccc(S(=O)(=O)N2CCCN(S(=O)(=O)c3ccc(OC)c(C)c3)CC2)cc1C
[3] Cc1cc(N2CCOCC2)ccc1/C=C1\SC(=O)N(C(C)C)C1=O
[4] O=C(c1ccco1)N1CCN(C(=O)C2CCN(S(=O)(=O)c3cccs3)CC2)CC1
[5] COc1ccc(NC(=O)c2[nH]ncc2[N+](=O)[O-])cc1
[6] O=C(CN1CCN(c2ccccc2)CC1)Nc1ccccc1C(F)(F)F
[7] COc1ccc(CNc2nc(-c3cccnc3)nn2C(=O)c2ccco2)cc1
[8] O=C(CSCc1c(Cl)cccc1Cl)Nc1ccccc1-c1ccccc1
screen / no. | 1 | 2 | 3 | 4 | 5 | 6 | 7 | 8
m-calpain inh | 52* | 20 | -25 | -27 | -19 | 1 | 9 | 2
EBV gp42 block | -17 | 5 | -27 | -8 | -14 | -8 | -35 | 7
Cl transport mod | -1.9 | -0.51 | 1.2 | 0.3 | 0.29 | . | -0.84 | -0.34
eIF4E-4G inh | 2 | 5 | 13 | -3[fluorescence artefact?] | -4 | 4 | -3 | 5
TNF necrop inh | -5.1 | 4.8 | -5.4 | 0.0 | 1.4 | -0.7 | 0.1 | 1.3
PERK inh | -0.1 | -1.1 | -1.1 | 0.3 | 0.3 | 0.7 | 0.2 | -0.1
MDM2 E3 inh | -2 | 0 | -6 | -17 | -8 | -12 | 9 | 2
Rad51 HR inh | 8 | 0 | 15 | -3 | 7 | -4 | . | .
L929 necroptosis | 0.6 | -0.7 | -0.2 | -0.2 | 2.1 | 0.3 | 0.7 | .

Single records, as listed above. Values in the order: m-calpain inh | EBV gp42 block | Cl transport mod | eIF4E-4G inh | TNF necrop inh | PERK inh | MDM2 E3 inh | Rad51 HR inh | L929 necroptosis
COc1ccc(S(=O)(=O)N2CCCN(S(=O)(=O)c3ccc(OC)c(C)c3)CC2)cc1C is entered as 20 | 5 | -0.51 | 5 | 4.8 | -1.1 | 0 | 0 | -0.7
O=C(CN1CCN(c2ccccc2)CC1)Nc1ccccc1C(F)(F)F is entered as 1 | -8 | . | 4 | -0.7 | 0.7 | -12 | -4 | 0.3

Continuation:
[9] COc1ccc(N2CSC3=C(C#N)C(c4ccc(OC)c(OC)c4)CC(=O)N3C2)c(OC)c1 (configuration not stated)
[10] Cc1ccc(NC2=NCC(Cc3ccc(Br)cc3)S2)cc1 (configuration not stated)
[11] CC1(C)C/C(=N\O)C(C(O)c2cccc([N+](=O)[O-])c2)C(C)(C)N1 (configuration not stated)
[12] COc1ccc(C(CC(=O)O)n2cnnn2)cc1 (configuration not stated)
[13] CC(Oc1ccc(C#N)cc1)C(=O)c1ccc(F)c(F)c1 (configuration not stated)
[14] O=C(c1cn(-c2ccccc2)nc1-c1ccccc1)N1CCOCC1
[15] CCC(C)/C(C)=N/NC(=O)c1ccccc1OCCOc1ccccc1 (configuration not stated)
[16] Cc1c(C(=O)NCc2cccnc2)oc2ccc(S(=O)(=O)N3CC(C)CC(C)C3)cc12 (configuration not stated)
screen / no. | 9 | 10 | 11 | 12 | 13 | 14 | 15 | 16
m-calpain inh | -20 | 50 | -10 | -22 | -12 | -10 | 31 | -9
EBV gp42 block | -52 | -1 | -8 | -17 | -6 | -7 | -14 | -23
Cl transport mod | . | 0.88 | -0.13 | 0.82 | -0.82 | -0.085 | -1.1 | 0.92
eIF4E-4G inh | 4 | 2 | 3 | 2 | -1 | 2[fluorescence artefact?] | 5 | -6
TNF necrop inh | -1.6 | 6.5 | 3.6 | 0.7 | 18 | 0.7 | -0.3 | 0.6
PERK inh | 0.2 | 0.3 | 0.9 | 1.3 | -0.1 | 0.2 | 1.9 | -1.4
MDM2 E3 inh | -13 | -10 | -12 | 8 | -6 | 5 | -5 | -21
Rad51 HR inh | -2 | -10 | 19 | . | 1 | 4 | 5 | .
L929 necroptosis | 0.6 | 5.2 | 0.1 | 0.2 | 1.6 | 0.1 | 0.8 | 1.8

[17] CC1=Cc2ccccc2C(C#N)N1C(=O)c1ccccc1 (configuration not stated)
[18] CCc1ccc(C(=O)Cn2ncc(Cl)c(Cl)c2=O)cc1
[19] CCOCCCn1cnc2c3cc(F)ccc3n(C)c2c1=O
[20] Cc1ccc(C)c(Nc2nc3nonc3nc2N2CCOCC2)c1
[21] Cc1ccc2nc(Cl)c(C3CC(c4cccs4)=NN3S(C)(=O)=O)cc2c1 (configuration not stated)
[22] N#CC(C#N)=Cc1cc2ccccc2nc1N1CCCCC1
[23] COC(=O)c1ccccc1NC(=O)NCCc1ccc(OC)c(OC)c1
[24] N/C(=N\OC(=O)c1cccc(F)c1)c1ccccc1
screen / no. | 17 | 18 | 19 | 20 | 21 | 22 | 23 | 24
m-calpain inh | -1 | -88 | -47 | -3 | 14 | -45 | 8 | -7
EBV gp42 block | -9 | -4 | -8 | -7 | -12 | 14 | 3 | -14
Cl transport mod | -1.3 | . | -1.8 | -0.44 | 0.27 | -0.58 | -0.19 | -2.3
eIF4E-4G inh | 24 | 1 | 4 | -1 | -8 | -1 | 2 | 1[fluorescence artefact?]
TNF necrop inh | -0.2 | -4.2 | 4.2 | -2.5 | 3.1 | 0.3 | 2.3 | -2.1
PERK inh | 1.0 | -1.1 | 0.9 | 0.7 | 0.0 | 0.5 | 0.1 | 1.8
MDM2 E3 inh | 6 | 5 | -10 | 0 | 2 | 2 | -8 | -41
Rad51 HR inh | -12 | 2 | 17 | . | 8 | -8 | -2 | .
L929 necroptosis | 0.3 | -0.6 | 1.6 | 0.1 | -0.6 | 3.8 | 4.5 | 0.4

[25] CCOC(=O)c1c(C)nc2sc3c(=O)n(-c4ccc(C(C)=O)cc4)cnc3c2c1-c1ccc(OC)cc1
[26] Cn1cc([N+](=O)[O-])c(C(=O)Nc2nccs2)n1
[27] O=C(O)C1CCCCC1C(=O)NCCCN1CCOCC1 (configuration not stated)
[28] O=C(/C=C/c1ccccc1)Nc1cc(S(=O)(=O)N2CCOCC2)ccc1N1CCCC1
[29] O=C(Nc1ccc(Br)c(C(F)(F)F)c1)c1ccc(C(F)(F)F)cc1
[30] FC(F)(F)c1cc(N2CCOCC2)nc(-c2ccccc2)n1
[31] CC(C)[C@H]1CN(C)CCN1Cc1cn(C)nc1-c1cccc(Cl)c1
[32] COc1ccc(C(=O)N2CCN(C(=O)c3cc(OC)c(OC)c(OC)c3)CC2)cc1
screen / no. | 25 | 26 | 27 | 28 | 29 | 30 | 31 | 32
m-calpain inh | -109 | -5 | -1 | -12 | 25 | -12 | 21 | -7
EBV gp42 block | -12 | -10 | -8 | -19 | -4 | -17 | -6 | -19
Cl transport mod | . | -0.59 | -0.091 | 0.5 | -0.016 | 0.96 | -0.36 | -0.45
eIF4E-4G inh | -6 | 1 | -4 | -1 | -1 | -5[fluorescence artefact?] | -3 | -16[fluorescence artefact?]
TNF necrop inh | -15 | -0.4 | 0.0 | 4.4 | -0.9 | 0.3 | 4.1 | 4.4
PERK inh | -0.1 | 0.8 | 0.8 | -0.3 | 0.0 | 1.1 | 0.3 | 0.9
MDM2 E3 inh | -10 | -3 | -3 | -16 | -10 | -5 | -8 | -9
Rad51 HR inh | 14 | -2 | 3 | 2 | 21 | -20 | -1 | .
L929 necroptosis | -0.1 | 30 | -0.2 | 0.6 | 1.8 | 0.0 | -0.9 | 0.6

Some of these compounds in order of the m-calpain inh value, high to low:
entry | SMILES | m-calpain inh | EBV gp42 block | Cl transport mod | eIF4E-4G inh | PERK inh | MDM2 E3 inh
29 | O=C(Nc1ccc(Br)c(C(F)(F)F)c1)c1ccc(C(F)(F)F)cc1 | 25 | -4 | -0.016 | -1 | 0.0 | -10
31 | CC(C)[C@H]1CN(C)CCN1Cc1cn(C)nc1-c1cccc(Cl)c1 | 21 | -6 | -0.36 | -3 | 0.3 | -8
27 | O=C(O)C1CCCCC1C(=O)NCCCN1CCOCC1 (configuration not stated) | -1 | -8 | -0.091 | -4 | 0.8 | -3
30 | FC(F)(F)c1cc(N2CCOCC2)nc(-c2ccccc2)n1 | -12 | -17 | 0.96 | -5[fluorescence artefact?] | 1.1 | -5
25 | CCOC(=O)c1c(C)nc2sc3c(=O)n(-c4ccc(C(C)=O)cc4)cnc3c2c1-c1ccc(OC)cc1 | -109 | -12 | . | -6 | -0.1 | -10

More entries:
[33] Cn1cccc1CC(=O)N/N=C/C=C/c1ccco1
[34] CN(C)c1nc(-c2ccc([N+](=O)[O-])cc2)cs1
[35] CC(=O)C1=C(O)C(=O)N(c2nccs2)C1c1ccc(F)cc1 (configuration not stated)
[36] CC(C)CNS(=O)(=O)c1ccc(C(=O)Nc2ccc3c(c2)OCCO3)cc1
[37] c1cncc(-c2nnc3sc(C4CCCCC4)nn23)c1
[38] COCCNC(=O)c1cc2c(=O)n3cccc(C)c3nc2n(Cc2ccncc2)c1=N
[39] Cc1cccc(CSCCNC(=O)Nc2ccccc2)c1
[40] COc1ccc(CN(Cc2cc3cccc(C)c3n3nnnc23)C(=O)N2CCOCC2)cc1
screen / no. | 33 | 34 | 35 | 36 | 37 | 38 | 39 | 40
m-calpain inh | 5 | 7 | -66 | -5 | 4 | i | 21 | -17
EBV gp42 block | -9 | -23 | 5 | 2 | -11 | 2 | -8 | 7
Cl transport mod | 0.012 | 0.29 | -1.6 | 0.14 | . | 0.92 | -1.9 | -0.71
eIF4E-4G inh | 7 | -8[fluorescence artefact?] | 3 | 3 | -1 | -5 | -1[fluorescence artefact?] | -1
TNF necrop inh | 0.7 | -1.8 | -1.1 | -1.9 | -0.6 | 0.4 | 1.5 | 0.0
PERK inh | -0.7 | 0.6 | -1.0 | 0.2 | -0.8 | -1.1 | 0.2 | 0.0
MDM2 E3 inh | -1 | -18 | -1 | -20 | -4 | -3 | -9 | -12
Rad51 HR inh | 10 | 6 | . | -4 | 2 | -3 | -2 | 32
L929 necroptosis | . | -0.1 | . | 1.4 | 0.6 | -0.5 | 1.4 | -0.4

[41] O=C(Nc1ccc(Cl)c([N+](=O)[O-])c1)C(NCCCO)c1ccccc1 (configuration not stated)
[42] CC1CCN(c2nc(NCc3ccco3)nc(N)c2[N+](=O)[O-])CC1
[43] COC(=O)c1ccc(OC)c(CSc2nnc(-c3ccc(C(C)(C)C)cc3)o2)c1
[44] O=C(Nc1ccn([C@H]2CC[C@@H](CO)O2)c(=O)n1)c1ccccc1
screen / no. | 41 | 42 | 43 | 44
m-calpain inh | 7 | 24 | 38 | 5
EBV gp42 block | -1 | -4 | -13 | -11
Cl transport mod | 0.056 | -0.38 | 0.41 | -0.73
eIF4E-4G inh | 14 | 13 | -4[fluorescence artefact?] | 0
TNF necrop inh | 3.6 | -0.3 | 1.8 | -0.3
PERK inh | -0.3 | 0.1 | -0.6 | -0.4
MDM2 E3 inh | 1 | 10 | -14 | -17
Rad51 HR inh | 5 | 10 | -9 | 15
L929 necroptosis | 0.6 | 0.3 | -0.8 | 0.0
